West Nile antiviral = inhibition of WNV-induced cytopathic effect – cell-based, CPE readout (AID 1621) | West Nile virus-infected cells, CPE inhibition; higher % means a stronger effect | one-dose CPE inhibition, % at 10 µM; IC50 in µM for titrated hits | hit rate 0.02% among 290,000; in the data active = a potency from the dose series; inconclusive = CPE inhibition mostly from about 3.7% at the one dose, without a potency; inactive = the rest, 99 in 100 with CPE inhibition below about 2.2%; note: strong numbers were not always called active
UTI89 phage lysis = inhibition of K1F phage lysis, E. coli UTI89, bacterial capsule biogenesis inhibitors, alamar blue (AID 488966); E. coli UTI89 K1F phage lysis, alamar blue, 2 h; higher % means a stronger effect; hit rate 0.02% among 340,000; one-dose inhibition, % at 100 µM; IC50 in µM for titrated hits;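 active = phage lysis inhibition, versus mean bacterial control, above a set limit; inconclusive = no clear call, values can overlap the other calls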;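 note: capsule biogenesis inhibitors block K1F phage lysis so surviving cells raise fluorescence; higher fluorescence means more inhibition of phage lysis; actives were called in the ten point dose series up to 300 µM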
NS5 inhibitors = flavivirus cap methylation enzyme inhibition – biochemical, confirmation dose response, primary screen (AID 588689). Dengue-2 NS5 methyltransferase capping enzyme assay, biochemical; higher % means a stronger effect. inhibition, % at 25 µM; hits with a dose series show IC50 in µM. hit rate 0.3% among 340,000; in the data active = a potency from the dose series; inconclusive = inhibition above about 29% without an active follow-up result
SV40 large T antigen = TAg ATPase/helicase activity blockers – biochemical (AID 1903) | SV40 large T antigen ATPase/helicase inhibition assay; higher % means a stronger effect | inhibition, % at 20 µM; hits with a dose series show IC50 in µM | hit rate 0.39% among 310,000; in the data active = a potency from the dose series; inconclusive = inhibition mostly from about 32% at the one dose, without a potency; inactive = the rest, 99 in 100 with inhibition below about 32%; note: strong numbers were not always called active
Yfh1-off respiration = mitochondrial function rescue without frataxin homolog – Friedreich's ataxia, plus single-dose screen, dose response (AID 1465); hit rate 0.074% among 220,000; fold induction at 50 µM; hits with a dose series show EC50 in µM; S. cerevisiae Yfh1-off respiration, WST-1 reduction, 72 h; higher fold induction means a stronger effect;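 active = fold induction of absorbance versus untreated yeast above a set limit, then at least 30% activation at any dose in follow-up; inconclusive = repeats straddling the limit, or above it without dose testing; inactive = fold induction below the set limit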;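 note: activators that raise dye reduction in frataxin-depleted yeast; strong numbers were not always called active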
XIAP antagonists = small molecules displacing peptide from XIAP – biochemical, IAP family, fluorescence polarization (AID 1018). XIAP BIR domain, fluorescence polarization peptide displacement; higher % means a stronger effect. displacement, % at 20 µM; hits with a dose series show IC50 in µM. hit rate 0.007% among 200,000; in the data active = displacement above about 50%; note: a part of the inactive calls stands beside numbers as strong as those of hits
CSM14.1 death rescue = rescue of cells from ER stress-induced death, primary screen, 384-well, CSM14.1, thapsigargin, ATP luminescence (AID 1222); 190,000 tested, under 10 active; cellular ATP content (survival), % at 20 µM, or EC50 in µM where a hit was titrated; CSM14.1 thapsigargin-induced death rescue, ATP luminescence; higher % means a stronger effect;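 active = EC50 below 50 µM in the dose-response confirmation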;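 note: death triggered by thapsigargin at about 15 µM added after 2 h compound pretreatment; cell ATP read after overnight thapsigargin exposure of roughly 18 to 22 hours; normalized against plate controls of thapsigargin alone and 5% DMSO vehicle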
WT yeast gro inh = growth inhibition of WT yeast, mitochondrial fusion screen; hit rate 2.1% among 190,000; mitochondrial fusion phenotypic screen, WT strain; inhibition, % at 10 µM; AID 1362; in the data active = inhibition above about 58%; tested in S. cerevisiae
RSV antiviral HEp-2 = RSV antiviral activity via CPE protection, HEp-2 cells, primary 10 µM value included (AID 2391); HEp-2 cells, RSV-induced CPE inhibition; higher % means a stronger effect; CPE inhibition, % at 10 µM; hits with a dose series show IC50 in µM; hit rate 0.13% among 310,000; in the data active = a potency from the dose series; inconclusive = CPE inhibition mostly from about 23% at the one dose, without a potency; inactive = the rest, 99 in 100 with CPE inhibition below about 21%; note: strong numbers were not always called active
WT yeast gro inh mutant strain = second read-out of WT yeast gro inh, no call of its own (marks repeat the call); inhibition, %; mitochondrial fusion phenotypic screen, mutant strain inhibition
NS5 inhibitors pilot replicate = further read-out of NS5 inhibitors, marked with its call; inhibition, %; measured here: pilot screen replicate inhibition
Starred values were filed as active, the others as inactive; i = inactive; ? = inconclusive; . = no result given; [ ] = another dose, or the depositor's remark.

SMILES | West Nile antiviral | UTI89 phage lysis | NS5 inhibitors | SV40 large T antigen | Yfh1-off respiration | XIAP antagonists | CSM14.1 death rescue | WT yeast gro inh | WT yeast gro inh mutant strain | RSV antiviral HEp-2 | others
CC(C)(C)OC(=O)C(Cc1ccc(OC(C)(C)C)cc1)NC(=O)CNC(=O)CNC(=O)OCc1ccccc1 (stereo not drawn) | -0.8% | -0.6%[50 µM] | -7.2% | 8.1% | i | 2.4% | 1.9% | -8.6 | -10.2 | 4.2%
COCCNC(=O)CCSc1nc(-c2ccc(OC)cc2)cc(C(F)(F)F)n1 | -0.3% | -0.8% | -13.4% | 19.2% | i | -8.6% | -2.1% | -4.6 | -15.4 | 3.2%
CC(OC(=O)CCCN=C1NS(=O)(=O)c2ccccc21)C(=O)NC1CCCCC1C (stereo not drawn) | -0.4% | 2.3%[50 µM] | 3.2% | 26.9% | . | . | . | . | . | 1.3%
Nc1ncnc2c1ncn2CCNCCc1ccccc1 | -0.4% | 0.2% | . | 4.7% | i | 4.8% | -3.1% | 7.3 | 1.7 | 1.6%
O=C(C1CCCC1)N1CCC(CC2CC(c3cccc(Br)c3)=NO2)(C(=O)NCC2CCCCC2)CC1 (stereo not drawn) | 0.0% | -0.3% | -13.6% | 0.1% | . | . | . | . | . | 3.7%
COc1ccc(C)cc1S(=O)(=O)NC(C)c1cnn(-c2ccccn2)c1C (stereo not drawn) | 0.2% | 1.1%[50 µM] | -2.6% | 5.2% | . | . | . | . | . | 2.9%
CS(=O)(=O)N(CC(=O)NCc1ccc2c(c1)OCO2)C1CCCCC1 | -0.7% | 0.0% | 2.2% | 5.1% | i | 13.2% | 0.9% | 3.2 | -20.1 | -0.3%
CCN(CC)S(=O)(=O)c1cccc(-c2nnc(SCC(=O)c3cc(C)n(C4CC4)c3C)o2)c1 | -0.4% | -0.1% | -5.7% | . | i | -5.6% | 1.0% | . | . | 1.5%
O=C(CC12CC3CC(CC(Br)(C3)C1)C2)OCCN1CCCCC1 | -0.8% | 0.1% | -4.5% | -0.7% | i | -2.9% | -0.4% | 18.2 | 13.5 | 0.7%
CC1=C/C(=N\OC(=O)/C=C/c2ccccc2)C(C)=CC1=O | -0.3% | 0.0% | -12.3% | -7.6% | i | -2.1% | -0.9% | -8.0 | -11.6 | 1.5%
CCC(=O)Nc1cccc(Br)c1 | 0.4% | 0.6% | 0.6% | 7.7% | i | -9.1% | -1.2% | -0.8 | -1.8 | 2.9%
CC(C)CCOC(=O)C1[C@H]2C(=O)N(Cc3cccs3)C[C@]23C=C[C@H]1O3 (stereo partly drawn) | 1.0% | 0.7% | -9.3% | 18.5% | i | -6.1% | -1.4% | 3.7 | -1.3 | -0.8%
N#CC1=C(N)SC(N)=C(C#N)C1c1c(Cl)cccc1Cl | 0.0% | 0.3% | -69.6% | 15.9% | i | -26.2% | 1.4% | 62.7* | -1.3* | 1.5%
COCCNC(=O)c1cc2ncc(Br)cn2n1 | -0.1% | 5.5% | 3.2% | -2.1% | i | -1.1% | -1.8% | -7.5 | -5.7 | 1.8%
CCN1C(=O)/C(=C/c2cccs2)S/C1=N\S(=O)(=O)c1ccc(C)cc1 | 0.6% | -0.1% | -2.6% | 5.6% | i | 6.1% | 5.9% | 13.1 | 13.2 | 3.4%
COc1ccc(-c2cc(C(=O)c3c(N)n(C)c(=O)n(C)c3=O)c3ccccc3n2)cc1 | -1.1% | -1.1%[50 µM] | -6.2% | 2.9% | i | . | . | . | . | 2.9%
COC(=O)c1cn(NC(=O)c2cccc(N(C)C)c2)c(=O)c2ccccc12 | -0.2% | 0.2% | 0.8% | 10.6% | i | 0.3% | 1.2% | 1.2 | -20.7 | 0.5%
S=C(Nc1ccccc1)Nc1ccc(Br)cn1 | 0.1% | 0.1% | 0.0% | 9.3% | i | -7.6% | -0.9% | 17.5 | 3.9 | 0.3%
O=C(CN1CCCC1)Nc1ccc(S(=O)(=O)N2CCCCC2)cc1 | 0.5% | 0.0% | -1.6% | -3.5% | . | . | . | . | . | -0.9%
COc1ccc(C(CC(=O)N2CCCCC2)C(C)C)cc1 (stereo not drawn) | -0.9% | 4.9% | -0.8% | 8.6% | i | . | . | . | . | .
Cc1ccc(-n2[nH]c(C)c(C=Nc3ccc(Br)cn3)c2=O)cc1 | -0.1% | -0.4% | -9.4% | 8.8% | i | -4.5% | -0.4% | 11.6 | 7.9 | -0.8%
Cc1ccc(S(=O)(=O)NCCOCCNS(=O)(=O)c2ccc(C)cc2)cc1 | -1.9% | 0.3% | -4.8% | 4.5% | i | -4.5% | -1.8% | 28.8 | -16.3 | 3.5%
Cc1occc1C(=O)N1CCCC(CCC(=O)NCc2ccc(F)c(F)c2)C1 (stereo not drawn) | -1.1% | 0.1% | -3.8% | -2.5% | i | -6.6% | 1.2% | 4.3 | 12.3 | 1.0%
CCC(=O)Nc1sc2c(c1C(N)=O)CCN(Cc1ccccc1)C2 | -0.1% | -1.0% | -1.4% | 3.2% | . | . | . | . | . | -1.0%
COc1ccccc1NC(=O)N1CCc2[nH]c3ccc(F)cc3c2C1 | 0.6% | 0.6% | 12.2% | 4.5% | i | -1.7% | . | 7.9 | 23.5 | 39.3%

Remaining list, next part.
SMILES | West Nile antiviral | UTI89 phage lysis | NS5 inhibitors | SV40 large T antigen | Yfh1-off respiration | XIAP antagonists | CSM14.1 death rescue | WT yeast gro inh | WT yeast gro inh mutant strain | RSV antiviral HEp-2 | others
COc1cc(CN2CCNC(=O)C2CC(=O)N2CCc3ccccc3C2)cc(OC)c1 (stereo not drawn) | 0.0% | -0.2% | 4.4% | 7.2% | i | -2.8% | 0.3% | 4.2 | -7.2 | -0.2%
Cc1cc(C)n2nc(C)c(Br)c2n1 | -0.1% | 0.0% | -2.7% | -5.8% | i | -7.2% | 0.2% | 5.9 | -2.8 | 1.9%
COc1ccc(CCNS(=O)(=O)c2ccc(OC)c(OC)c2)cc1OC | -0.6% | 0.9% | 1.2% | 6.9% | . | . | . | . | . | -1.9%
O=C(O)[C@H]1CCCN1S(=O)(=O)c1cccc2cccnc12 | . | 3.9% | -4.4% | 5.4% | . | . | . | . | . | -1.0%
CSc1cccc(NC(=O)c2[nH]c(C)c(C(C)=O)c2C)c1 | -0.3% | -1.0% | 16.9% | 4.1% | . | . | . | . | . | ?
Cc1ccc(/C=N/Nc2nnc(Cl)c3ccccc23)cc1 | -0.4% | 2.2% | . | 6.5% | i | -1.5% | -9.4% | 43.6 | 31.5 | 17.1%
COC(=O)CSc1nc(Cc2ccccc2)nc2ccccc12 | 0.2% | 0.3% | -4.8% | 21.2% | i | -2.9% | 0.4% | -1.7 | 5.3 | 2.1%
c1ccc(CCc2nc(-c3ccncc3)no2)cc1 | -0.1% | 7.5% | -4.9% | 1.8% | . | -1.9% | -2.4% | -11.3 | -5.0 | 3.5%
Cc1ccc(S(=O)(=O)N(C)CCCC(=O)n2nc(C)cc2C)cc1 | 0.6% | 6.6% | -4.1% | 18.1% | i | -2.0% | -0.6% | -10.3 | -15.8 | 0.9%
CCOc1ccc(-c2noc(CCC(=O)O)n2)cc1 | 0.2% | 4.3% | -0.7% | -6.4% | i | . | -0.1% | 6.7 | -7.1 | 0.9%
CC(=O)C1=C(O)C(=O)N(c2ccc(O)cc2)C1c1ccccc1 (stereo not drawn) | 0.0% | 0.1% | -6.6% | 11.2% | . | . | . | . | . | 1.5%
CCOC(=O)c1cc(C#N)c(N2CCN(C(=O)c3ccccc3)CC2)nc1C(F)(F)F | -0.8% | 0.2% | -3.9% | -2.8% | i | . | . | . | . | 19.9%
CCOC(=O)N1CCN(C(=O)CCSc2ccc(C)cc2)CC1 | -0.3% | 0.1% | -13.0% | -5.8% | i | -6.4% | -1.1% | 9.4 | -10.0 | 2.7%
NC(=O)CC(NC(=O)Cc1cccc2ccccc12)c1ccc(NC2CC3CCC2C3)c([N+](=O)[O-])c1 (stereo not drawn) | -0.7% | -2.0% | -11.6% | 17.8% | . | . | . | . | . | 45.3%
Cc1ccc(OCC(=O)NNC(=O)CCc2ccccc2)cc1 | 0.2% | 1.5% | 5.7% | 9.9% | i | -5.6% | 0.6% | 7.6 | 0.8 | .
Cn1cc(S(=O)(=O)Nc2ccc(OC(F)(F)F)cc2)c(=O)n(C)c1=O | -0.5% | 1.8% | -1.5% | 12.8% | i | . | . | . | . | -1.3%
Cc1noc(C)c1S(=O)(=O)N(CC(=O)N1CCc2ccccc21)c1ccc(C(C)C)cc1 | -0.3% | i | -1.5% | 0.1% | i | -1.8% | 2.7% | 7.6 | -2.6 | 0.3%
COC(=O)c1ccc(C)c(NC(=S)NCc2ccc(Cl)cc2)c1 | 0.7% | 0.2%[50 µM] | -5.8% | 7.0% | i | -5.2% | -1.8% | 5.7 | -6.0 | 1.7%
CC(NC(=O)CCn1nc(-c2ccc(Cl)cc2)ccc1=O)c1ccccc1 (stereo not drawn) | -1.0% | 0.0% | -2.4% | 10.0% | i | -0.1% | -0.6% | 3.0 | 8.3 | 1.0%
CSc1nc(-c2ccco2)nn1S(=O)(=O)c1ccccc1 | . | . | . | 2.6% | . | -4.3% | 4.3% | -1.7 | -1.1 | 1.9%
CSc1ccc(CN(C)C(=O)C(Cc2ccccc2)NC(=O)c2ccccc2)cc1 (stereo not drawn) | 1.7% | -1.6%[50 µM] | -5.2% | 13.3% | . | . | . | . | . | 2.0%
O=C(CCC1CCCCC1)NC1=NCCS1 | 0.3% | 1.3% | -6.6% | 11.0% | i | -6.5% | 0.3% | 59.3 | 76.5 | 0.9%
COc1cc(CCC(=O)Nc2ccc(Br)c(C(F)(F)F)c2)cc(OC)c1OC | 0.0% | 4.1%[50 µM] | -8.4% | -15.6% | i | -5.3% | -1.9% | 13.6 | -13.2 | ?
COc1cc(C)ccc1OCCCCN1CC(C)OC(C)C1 (stereo not drawn) | 0.7% | 2.0% | 0.7% | -0.3% | i | -5.1% | -0.1% | 4.0 | -26.4 | 1.3%
CCCC(=O)Nc1nc2n(n1)C(c1ccccc1)CC(=O)N2 (stereo not drawn) | 0.3% | 0.7% | -6.8% | 9.8% | i | -2.8% | -1.1% | 4.0 | -7.6 | 2.3% | NS5 inhibitors pilot replicate=-7.3
COc1cc2c(cc1NC(=O)COC(=O)/C=C/c1ccc([N+](=O)[O-])cc1)oc1ccccc12 | 0.2% | -0.6% | -2.3% | 2.3% | i | . | . | . | . | 0.6%
O=[N+]([O-])c1ccc(S(=O)(=O)N/N=C/c2ccsc2)cc1 | -0.6% | -0.3% | 0.0% | 13.2% | . | . | . | . | . | 5.3%
C/C(=N\Nc1ccccn1)c1ccc2c(c1)OCO2 | . | 2.1% | 7.8% | 16.5% | i | -5.9% | -0.3% | 20.2 | 18.7 | 3.2%
O=C(Cn1cnc2c(nnn2Cc2ccccc2)c1=O)N1CCN(c2ccccc2)CC1 | -0.1% | 0.8% | -6.3% | 8.1% | i | -6.6% | -3.1% | -3.0 | -7.2 | 3.6%
